EP2 modulator: modulators of human EP2 prostaglandin E2 receptor | P43116 | 260,000 compounds, 0.83% hits | EP2-expressing cells, cAMP HTRF FRET, PGE2 co-stimulation | AID 940 | induction, % at 25 µM;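 active = compounds whose cAMP rise, as percent of the full-agonist control response, exceeds 60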;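 note: rat C6 glioma line stably carrying human EP2 under a CMV promoter; the protocol text gives 20 µM as final concentration; 100% = response of wells given 1 µM PGE2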
Target sequence (P43116 whole entry, looked up): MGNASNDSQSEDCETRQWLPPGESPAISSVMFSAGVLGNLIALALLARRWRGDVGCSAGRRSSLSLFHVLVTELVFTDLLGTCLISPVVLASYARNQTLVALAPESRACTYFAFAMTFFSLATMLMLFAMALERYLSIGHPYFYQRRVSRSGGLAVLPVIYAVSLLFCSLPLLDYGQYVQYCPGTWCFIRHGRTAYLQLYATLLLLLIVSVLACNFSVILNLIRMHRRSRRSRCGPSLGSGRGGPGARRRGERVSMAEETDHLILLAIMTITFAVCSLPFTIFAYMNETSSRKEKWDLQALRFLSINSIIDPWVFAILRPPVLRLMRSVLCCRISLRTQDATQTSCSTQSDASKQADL
* hit, by the source's call. These rows are one share of the data; the hit share may differ from the screen's.

EP2 modulator	SMILES
-34.0	CCCN1C[C@H](NC(=O)c2cc(C)no2)[C@@H](c2ccc(OC)cc2)C1
-31.7	CCC(CN1CCCCC1)NC(=O)C1(c2ccccc2)CCOCC1 (stereo not drawn)
-16.7	COc1ccc(OC)c(/C=C2\C(C)=C(C#N)c3nc(N)c(C#N)c(C)c32)c1
12.0	CCN1CCCC1CN(Cc1ccccn1)Cc1cn[nH]c1C(C)(C)C (stereo not drawn)
20.7	COCCN1C(=O)C(=O)/C(=C(\O)c2ccc(OC)c(C)c2)C1c1cccc(OC)c1OC (stereo not drawn)
-8.2	CCn1nnc(NC(=O)c2cc(OC)c(OC)c(OC)c2)n1
2.2	COc1ccc(Cn2nnnc2CN(Cc2ccco2)Cc2cc3cccc(C)c3[nH]c2=O)cc1
-9.9	CCn1c(=O)/c(=C2/Sc3ccc(OC)cc3N2C)s/c1=C1/SC(=S)N(C)C1=O
-0.7	Cc1cc(N2CCOCC2)c2ccccc2n1
-41.7	Cc1c(C(=O)NCc2noc(-c3ccccc3)n2)oc2c(C)cccc12
-78.0	Nc1cccc(NC(=O)c2cc3ccccc3o2)c1
-93.9	Cc1cccc(-c2nc(NCCCN(C)C)c3ccccc3n2)c1
-19.0	CCOc1ccc(C(=O)N2CCCC(c3noc(-c4ccccn4)n3)C2)cc1 (stereo not drawn)
-32.0	CCN(CC)CCN(Cc1cc2ccc(C)cc2[nH]c1=O)C(=S)Nc1cccc(C)c1
7.6	COc1ccc(Cn2nnnc2CN(Cc2cccnc2)Cc2cc3cccc(C)c3[nH]c2=O)cc1
-35.2	O=C(CN1N=C(c2ccccc2)Cn2c(cc3sccc32)C1=O)NC1CCC1
27.0	CC(C)(C)c1ccc(OCC(=O)O)c(Cl)c1
3.7	Cc1cc2cc(CN(CCO)C(=S)NCCCN3CCOCC3)c(=O)[nH]c2cc1C
3.2	CS(=O)(=O)Nc1ccc(C(=O)CC2(O)C(=O)Nc3ccccc32)cc1 (stereo not drawn)
3.2	CCOc1ccc(NC(=O)COc2ccc3c(C)c(CC)c(=O)oc3c2)cc1
-9.2	CC1CCCN(CC(O)c2ccc3c(c2)CCCN3C(=O)c2cccc(F)c2)C1 (stereo not drawn)
-8.7	O=C(Nc1ccccc1F)N(Cc1ccco1)Cc1cc2cc3c(cc2[nH]c1=O)OCCO3
-33.2	Cc1ccc(-c2nnc(SCC(=O)NCc3ccc4c(c3)OCO4)o2)cc1
20.6	CCCn1c(SCC(=O)Nc2ccccc2CC)nnc1-c1ccoc1C
3.5	Cc1ccccc1NC(=O)CSc1nnc2n(CC(=O)N3CCCC3)c3ccccc3n12
-35.0	Cc1ccccc1C(=O)N1CCN(c2ccc(NC(=O)C(C)C)cc2)CC1
-7.0	COC(=O)c1ccc(NC(=S)N(CCC#N)CC2CCCO2)cc1 (stereo not drawn)
20.4	O=C(Nc1ccccc1-c1nnn(CC(=O)N2CCOCC2)n1)c1ccco1
1.9	Cc1ccccc1NC(=O)CSc1nnc(-c2ccncc2)n1Cc1ccco1
-18.0	CCCCn1cc(NC(=O)[C@@H]2C[C@H](c3ccco3)NS(=O)(=O)N2C)cn1
-27.1	O=C(Nc1nc2ccc(F)cc2s1)c1cccc(F)c1
6.2	CCc1ccc(NC(=O)CSc2nnc(-c3ccoc3C)n2CCOC)cc1
-74.8	COc1ccc(C(=O)[C@H]2CCCN(C(=O)c3cc(C4CC4)[nH]n3)C2)cc1
-14.8	Cc1cc(C)c2c(=O)[nH]n(C3CCCCC3)c2n1
-4.3	O=C(Cn1cc(C(=O)C2CCCCC2)c2ccccc21)NCc1ccc2c(c1)OCO2
-7.8	Cc1ccc(S(=O)(=O)N2CCC(N3CCC(C)CC3)CC2)cc1Cl
9.0	C=Cn1cc(CN2CCC(NC(C)=O)(c3ccccc3F)CC2)c(C)n1
-13.8	Nc1nc(SCc2ccccc2)c2ncn(Cc3ccccc3)c2n1
-26.8	COc1ccc(Cn2nnnc2C(c2cc3cc(C)ccc3[nH]c2=O)N2CCC(O)CC2)cc1 (stereo not drawn)
-56.8	CN(C)c1nc(Nc2ccc(Cl)c(Cl)c2)nc(Nn2cnnc2)n1
-22.5	CC(C)NC(=O)CC1Sc2ccc(C(F)(F)F)cc2NC1=O (stereo not drawn)
-50.1	COc1cccc(C2(NC(=O)Cn3c(C)nc4ccccc43)CCCC2)c1
-3.4	COc1ccccc1-n1c(SCC(=O)N2CCOCC2)nnc1-c1ccncc1
-18.3	Cc1nc2c(-c3cccs3)c(C)nn2c(NCCCN2CCCC2=O)c1C
-10.7	Cc1nnc(NC(=O)c2c(O)c3ccccc3n(C)c2=O)s1
-6.0	CCC(=O)c1cn(CC(=O)NC2CCCC2)c2ccccc12
-14.2	Cc1ccc2[nH]c(=O)c(CN(Cc3cccnc3)C(c3nnnn3Cc3ccccc3)C(C)C)cc2c1 (stereo not drawn)
-90.5	COc1cc2c(cc1CCNS(=O)(=O)c1ccc3c(c1)OCCO3)CCC2
-29.3	Cc1ccc(-n2nnnc2SCC(=O)Nc2ccc(N(C)C)cc2)cc1C
-1.0	CCOC(=O)c1nn(-c2ccc(Cl)cc2)c(=O)c(C#N)c1C
-16.5	Cn1c(SCC(=O)O)nnc1-c1ccc2c(c1)OCO2
5.4	CCc1ccc(N(C(=O)c2csnn2)C(C(=O)NC2CCCC2)c2ccc(C)o2)cc1 (stereo not drawn)
-18.3	O=C(NCCCNC(=O)c1cccnc1)c1cccnc1
-18.8	Cc1cccc2cc(C#N)c(SCC(=O)c3ccc4c(c3)OCCO4)nc12
17.4	Cc1cccc2cc(C(c3nnnn3C3CCCC3)N3CCN(c4ccccc4F)CC3)c(=O)[nH]c12 (stereo not drawn)
-98.8	Cc1ccc2[nH]c(=O)c(NC(N)=O)nc2c1
15.9	COc1cccc(-n2c(SCC(=O)N3CCOCC3)nnc2-c2ccoc2C)c1
14.7	C=CCNC(=O)c1c(NC(=O)COc2ccc(OC)cc2)sc2c1CCCC2
-5.8	Cc1cc(C)c2[nH]c(=O)c(C(c3nnnn3CC3CCCO3)N3CCc4ccccc4C3)cc2c1 (stereo not drawn)
-18.1	COc1cccc(-c2nnc(NC(=O)c3cc(OC)c(OC)c(OC)c3)s2)c1

Rewritten as a markdown table: 4 of the compounds above.
| Compound | EP2 modulator |
| --- | --- |
| COc1cccc(-c2nnc(NC(=O)c3cc(OC)c(OC)c(OC)c3)s2)c1 | -18.1 |
| CCc1ccc(N(C(=O)c2csnn2)C(C(=O)NC2CCCC2)c2ccc(C)o2)cc1 (stereo not drawn) | 5.4 |
| O=C(NCCCNC(=O)c1cccnc1)c1cccnc1 | -18.3 |
| C=CCNC(=O)c1c(NC(=O)COc2ccc(OC)cc2)sc2c1CCCC2 | 14.7 |

Next part
EP2 modulator	SMILES
-15.1	CCOc1ccccc1NC(=O)COC(=O)c1cccs1
16.2	Cc1cc(=O)oc2cc(O)c(O)cc12
-10.4	COCCn1c(C)cc(C=C2C(=O)NC(=O)NC2=O)c1C
-62.4	O=C(Nc1cccc2ccccc12)C1CCN(C(=O)c2ccccc2Cl)CC1
-83.1	Cc1cc2cc(CN(C(=S)NCCCN(C)C)C3CCCCC3)c(=O)[nH]c2cc1C
23.8	CCOC(=O)C1=C(c2ccccc2)NC(=S)NC1c1cccc(OC)c1OCC (stereo not drawn)
-4.5	CCn1c(C(NC(=O)c2ccc(Cl)cc2Cl)C(C)C)n[nH]c1=S (stereo not drawn)
23.6	COC(=O)c1c(NC(=O)c2ccccc2)sc(C(=O)Nc2ccccc2OC)c1C
24.1	O=[N+]([O-])c1ccc(NN=C2c3ccccc3Cc3ccccc32)c([N+](=O)[O-])c1
-1.1	Cc1cccc(-n2c(-c3ccco3)nn(CC(=O)N3CCCC3)c2=O)n1
-3.0	CCc1nn(CC(=O)N(C)C)c(=O)c2cc3sc(C)cc3n12
0.9	COc1cccc(C2Nc3ccc(C(=O)O)cc3C3C4CCC(C4)C23)c1OC (stereo not drawn)
8.3	O=C(O)C(=Cc1ccc(-c2cccc(C(F)(F)F)c2)o1)C(=O)O
-12.3	COc1ccc(OC)c(S(=O)(=O)N2CCC(C(=O)Nc3ccc(C(N)=O)cc3)CC2)c1
29.4	CCC(C)(C)NC(=O)C(c1ccc(C)o1)N(C(=O)c1snc(C(N)=O)c1N)c1ccc(C)cc1 (stereo not drawn)
-105.4	Oc1ccc(-c2csc(Nc3ccccc3)n2)cc1O
1.1	COc1ccc(CN(Cc2cn(C)nc2C)CC2CCCO2)cc1OC (stereo not drawn)
-56.0	O=C(Cn1nc(-c2cccc3ncccc23)oc1=O)N1CCCCCC1
-28.3	O=C(NCc1ccco1)C1CC(c2ccccc2Cl)=NO1 (stereo not drawn)
-29.1	O=c1oc(-c2nccc3ccccc23)nn1Cc1cccnc1
-4.2	O=C(c1ccc2c(c1)OCO2)N1CCc2nc(N3CCOCC3)[nH]c(=O)c2C1
10.4	N[C@@H](CCC(=O)N[C@H](CSN=O)C(=O)NCC(=O)O)C(=O)O
-29.2	COc1ccc(CCNc2c(-c3cn(C)nc3C)nc3cnccn23)cc1OC
31.5	C[C@H](CCC(=O)O)[C@H]1CC[C@@]2(C)[C@@H]3C(=O)C[C@H]4C(C)(C)[C@@H](O)CC[C@]4(C)[C@H]3C(=O)C[C@]12C
-19.9	Cc1cccc(C#Cc2ccccc2)n1
8.2	CCn1c(SC)nc2c1c(=O)[nH]c(=O)n2C
4.2	COc1ccc(/C=C\c2nc(O)c([N+](=O)[O-])c(=O)[nH]2)cc1OC
-4.4	CC1CCCC(C)N1C(=O)CSc1nnc(-c2cccnc2)n1Cc1ccccc1 (stereo not drawn)
-13.7	Cc1cc(C(F)F)n2nc(C(=O)N3C4CCC3CC(c3ccc(F)cc3)C4)nc2n1 (stereo not drawn)
-63.1	CN(CCc1ccccn1)c1ccc2c(c1)C(=O)c1ccccc1-2
-5.9	CCOc1ccc(C(=O)Nc2nnc(Cc3ccc(OC)c(OC)c3)s2)cc1
-54.6	CCc1nc2sc3c(c2c2nnc(SCC(=O)NCc4ccc(OC)cc4)n12)CCCC3
25.1	Cc1cccc2cc(CN(Cc3cccnc3)C(=S)Nc3cccc(Cl)c3)c(=O)[nH]c12
-92.5	Cc1ccc(-c2cc(N)c(=O)n(CC(=O)Nc3cccc4c3CCCC4)n2)o1
26.8	O=C(OCC#CCSc1nc2ccccc2o1)c1ccc(F)cc1
-99.8	CCOc1ccccc1NC(=O)CN1CCC(c2nc3ccccc3s2)CC1
43.5	COc1ccc2nc(SCC(=O)Nc3cc(C)cc(C)c3)c(C#N)cc2c1
-1.5	O=CNC1CC2(CCCCC2)Oc2ccccc21 (stereo not drawn)
-9.3	O=C(C1CCN(S(=O)(=O)c2ccc(-n3cnnn3)cc2)CC1)N1CCCC1
-14.0	Cc1n[nH]c(C)c1CNC(=O)C1ON=C(c2ccc(F)cc2)C1C (stereo not drawn)
-62.7	O=C(NCc1ccncc1)C(=O)Nc1cc(Cl)cc(Cl)c1
-11.2	CCC(CN1CCN(C)CC1)NC(=O)Cc1sc(C)nc1-c1ccc(C)c(C)c1 (stereo not drawn)
-56.2	CCCc1nc2cc(NC(=O)c3cc(-c4ccccn4)n[nH]3)ccc2n1C
-1.7	CCOc1cccc(/C(O)=C2/C(=O)C(=O)N(Cc3cccnc3)C2c2cccnc2)c1 (stereo not drawn)
-10.1	Cc1ccc(C2N3CC4(C)CN2CC(C)(C3)C4)cc1 (stereo not drawn)

5 records picked at random from those above, as already listed:
EP2 modulator	SMILES
-93.9	Cc1cccc(-c2nc(NCCCN(C)C)c3ccccc3n2)c1
-15.1	CCOc1ccccc1NC(=O)COC(=O)c1cccs1
-18.8	Cc1cccc2cc(C#N)c(SCC(=O)c3ccc4c(c3)OCCO4)nc12
-31.7	CCC(CN1CCCCC1)NC(=O)C1(c2ccccc2)CCOCC1 (stereo not drawn)
-0.7	Cc1cc(N2CCOCC2)c2ccccc2n1

Other compounds.
EP2 modulator	SMILES
16.3	Cc1cc(=O)[nH]c2cc(=O)n(-c3ccccc3)n12
21.5	CC[N+](CC)(CC)CC(=O)Nc1c(C)cccc1C
-15.4	Cc1ccc(N2CCCC2=O)cc1S(=O)(=O)Nc1cccc(N2CCCC2=O)c1
-24.9	Cc1nnc(SCC(=O)N[C@H](Cn2nc(-c3cccs3)ccc2=O)C(C)C)o1
7.3	CN1CCN(CCCNN)CC1
-39.4	COc1ncc(CN(Cc2ccccc2F)C2CC(C)(C)NC(C)(C)C2)cn1
-18.4	CCOC(=O)CNC(=O)Cn1cnc2c(cnn2-c2ccc(C)cc2)c1=O
-4.0	CCc1[nH]n2c(=O)c(Cl)c(C)nc2c1-c1ccc(F)cc1
2.4	CCNC(=S)N(CCO)Cc1cc2c(C)ccc(C)c2[nH]c1=O
2.4	COC(=O)c1ccc(C(=O)N2CCC(C(=O)c3cccnc3)CC2)cc1
-24.8	COc1ccccc1NC(=O)CCN1CCCC(C)C1 (stereo not drawn)
-20.5	COc1ccc2c(c1)cc(C)c1nnc(SCC(=O)OC(C)C)n12
7.8	COc1c2ccoc2cc2oc(C)cc(=O)c12
-28.2	Cc1nn(CC(=O)Nc2ccncc2)c(=O)c2cc3sccc3n12
-12.4	Cc1ccc(C(=O)Nc2ccc(S(=O)(=O)Nc3cc(C)nc(C)n3)cc2)cc1
-24.7	Cc1cc(C)c2[nH]c(=O)c(C(c3nnnn3Cc3ccc(F)cc3)N3CCOCC3)cc2c1 (stereo not drawn)
-85.5	Oc1ccc(-c2nc3cnccn3c2NCc2ccc(F)cc2)cc1O
-52.9	Cc1cc(C)c2c(NCc3c(O)ccc4ccccc34)n[nH]c2n1
-26.6	Cn1c(N2CCC(C(=O)NCc3ccccc3F)CC2)nc2ccccc21
-38.0	COc1cccc(CC(=O)N2C3CCC2CC(O)(c2ccco2)C3)c1 (stereo not drawn)
10.8	O=C(c1ccco1)N1CCC[C@@H]1Cn1nc(-c2cccs2)ccc1=O
-17.8	CC[C@@H](Cn1ncc2ccccc2c1=O)NC(=O)Cn1nc(C)c2ccccc2c1=O

Bioassay records from PubChem.
